STAT1 activator: activators of IFN-gamma induced STAT1 signaling. NIH 3T3 STAT1-luciferase reporter, luminescence; 100% = IFN-gamma alone, no compound. activation (% of control), % at 5.5 µM. 200,000 tested, 2.6% active;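 active = activation above the screen-wide mean activation plus 3 SD, cut at about 130% in these data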;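 also: raw ratio to IFN-gamma control signal so 100% means no change and 0% no light; values of inactives mirror those of a sister screen read the other way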
Efa HMGR inh: blocks class II HMG-CoA reductase of Enterococcus faecalis; purified E. faecalis HMGR, NADPH absorbance 340 nm kinetic; inhibition, % at 10 µM; AID 1066; 190,000 tested, 0.41% active;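 active = inhibition above a set limit, the median over all tested compounds plus 3 SD, cut at about 9.5% in these data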;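 also: enzyme runs in reverse so mevalonate oxidation gives rising NADPH absorbance; 0% = complete reaction with DMSO and 100% = background rate lacking mevalonate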
G6PDH CS: L. mesenteroides G6PDH inhibition counter-screen; Purified L. mesenteroides G6PDH, diaphorase/resazurin coupled fluorescence, 45 min; inhibition, % at 5 µM; 200,000 tested, 0.12% active; AID 1020; in the data active = inhibition above about 50%
APP transl inh: APP translation inhibition. 190,000 tested, 0.82% active. SH-SY5Y APP 5'UTR-luciferase reporter, luminescence. inhibition, % at 2 µM. AID 1285;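 active = inhibition above a set limit, derived from the sample mean plus 3 SD, cut at about 45% in these data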; also: values of inactives mirror those of a sister screen read the other way
Redox H2O2 prof: compounds producing H2O2 with reducing agent – biochemical, NIH compound library profiling, artefact control for MLSCN library redox annotation, primary screen; DTT-dependent redox cycling H2O2, phenol red/HRP absorbance; 100% = 100 µM peroxide control, 0% = buffer; activation, % at 10 µM; 200,000 tested, 0.03% active;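 active = activation of at least 50% relative to the plate's high and low controls in the primary single-dose screen; inactive = activation below 50%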;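 also: compound incubated with DTT at 0.8 mM final as the reducing agent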
APP 5'UTR act: APP 5'UTR luciferase reporter activation; AID 1276; activation, % at 2 µM; 190,000 tested, 1% active; SH-SY5Y APP 5'UTR luciferase reporter, luminescence; zero percent = DMSO vehicle wells;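 active = activation above a set limit, based on mean plus 3 SD of controls, cut at about 140% in these data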; also: values of inactives mirror those of a sister screen read the other way
FLuc inhib CS: inhibits firefly luciferase, flagging false hits in luciferase inhibition screens. ATPLite firefly luciferase biochemical luminescence, 10 min. 200,000 tested, 1.5% active. inhibition, % at 10 µM. P08659;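 active = inhibition above about 50% when tested at 10 µM, limit read from the data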
Target sequence (P08659 whole entry, looked up): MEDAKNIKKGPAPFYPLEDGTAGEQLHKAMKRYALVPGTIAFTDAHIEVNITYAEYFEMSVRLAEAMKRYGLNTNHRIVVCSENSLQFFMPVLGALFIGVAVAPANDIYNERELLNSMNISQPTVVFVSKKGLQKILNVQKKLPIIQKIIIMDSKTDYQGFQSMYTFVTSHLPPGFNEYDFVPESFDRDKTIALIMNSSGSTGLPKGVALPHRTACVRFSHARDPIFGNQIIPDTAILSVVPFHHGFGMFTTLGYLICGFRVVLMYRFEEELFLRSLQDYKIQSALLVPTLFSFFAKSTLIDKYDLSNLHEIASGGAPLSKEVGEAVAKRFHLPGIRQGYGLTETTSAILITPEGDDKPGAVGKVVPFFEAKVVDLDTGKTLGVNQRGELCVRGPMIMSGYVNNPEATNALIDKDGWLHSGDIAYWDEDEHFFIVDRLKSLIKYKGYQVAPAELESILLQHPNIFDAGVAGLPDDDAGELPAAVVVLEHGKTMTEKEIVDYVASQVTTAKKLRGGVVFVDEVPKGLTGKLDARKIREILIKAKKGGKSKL
FLuc stim CS: firefly luciferase counter-screen for stimulation assays | P08659 | ATPlite luciferase biochemical, luminescence, 10 min; 0 = ATP-free wells, 1 = DMSO control | activation factor at 10 µM | 200,000 tested, under 10 active | AID 1027;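 active = luciferase activation factor, scaled between plate controls, of at least 2 with compound at 10 µM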
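Material: luciferase plus luciferin reagent, cell-free. Medium: PBS buffer for ATP. Also added: ATP substrate, dispensed from a 10.24 µM working solution in PBS. Doses: test compounds dosed from 2 mM stocks in 100% DMSO. Incubation: 10 min post-reagent at room temperature. Technique: light output (luminescence). Read-out basis: luminescence gain marking luciferase activators.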
Hsp70 act: transcriptional activators of Hsp70; activation, % at 10 µM; HeLa Hsp70 promoter luciferase reporter, luminescence; scaled: vehicle 0, proteasome-inhibitor control 100%; 200,000 tested, 0.04% active;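 active = activation above the mean across all tested compounds plus 3 SD, cutoff set per campaign, cut at about 5.5% in these data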;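 also: 100% = MG132 at 30 µM as the positive control and 0% = DMSO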
NF-kB expr up: NF-kB expression increase, human neuronal cells; NF-kB reporter expression; active compounds read high; fold change at 12.5 µM; 190,000 tested, 1.6% active; AID 1239; in the data active = fold change above about 3.3
The depositor's hits bear a star; · = no result given.

Start of the listing, in advance, four compounds:
SMILES	STAT1 activator	Efa HMGR inh	G6PDH CS	APP transl inh	Redox H2O2 prof	APP 5'UTR act	FLuc inhib CS	FLuc stim CS	Hsp70 act	NF-kB expr up
CC(=O)c1cc(C#N)c(N2CCN(C)CC2)nc1C	104	1	3	-7	0.3	7	-3	1	-0.2	1.1
O=C(Nc1c(F)cc(F)cc1F)c1cccn(Cc2ccccc2)c1=O	104	-7	-7	-7	-0.2	7	-4	1	-0.2	1.1
O=C1NC(=O)N(c2ccc(Br)cc2)C(=O)/C1=C/c1ccsc1	94	0	8	-1	-0.7	1	-7	1.1	-0.3	1.5
O=C(N/N=C/c1c(O)n(Cc2ccc(F)cc2)c(=O)[nH]c1=O)c1ccccc1O	96	0	-11	4	-0.1	-4	-8	1.1	0.0	0.91

The listing, previewed entries included:
SMILES	STAT1 activator	Efa HMGR inh	G6PDH CS	APP transl inh	Redox H2O2 prof	APP 5'UTR act	FLuc inhib CS	FLuc stim CS	Hsp70 act	NF-kB expr up
CC(=O)c1cc(C#N)c(N2CCN(C)CC2)nc1C	104	1	3	-7	0.3	7	-3	1	-0.2	1.1
O=C(Nc1c(F)cc(F)cc1F)c1cccn(Cc2ccccc2)c1=O	104	-7	-7	-7	-0.2	7	-4	1	-0.2	1.1
O=C1NC(=O)N(c2ccc(Br)cc2)C(=O)/C1=C/c1ccsc1	94	0	8	-1	-0.7	1	-7	1.1	-0.3	1.5
O=C(N/N=C/c1c(O)n(Cc2ccc(F)cc2)c(=O)[nH]c1=O)c1ccccc1O	96	0	-11	4	-0.1	-4	-8	1.1	0.0	0.91
CCOC(=O)c1cc(C)sc1/N=C/C1C(=O)NC(=S)NC1=O	106	4	1	-5	-0.7	5	3	1	-0.2	0.93
CCN1C(=O)NC(=O)/C(=C\c2ccc(N3CCOCC3)cc2OC)C1=O	101	-5	2	-6	-3.4	6	-2	1	-0.3	1
CCc1nnc(NS(=O)(=O)c2ccc(N=Cc3c(O)n(-c4ccc(Cl)cc4)c(=O)[nH]c3=O)cc2)s1	108	0	-4	6	-1.3	-6	5	1	-0.4	1.2
Cc1ccc(Cn2c(C)c3cnn(CC(=O)N4CCC5(CC4)OCCO5)c(=O)c3c2C)cc1	104	0	11	-8	-2.7	8	-3	1	-0.4	0.94
Cc1c(N=Cc2c(O)n(Cc3ccco3)c(=O)[nH]c2=O)c(=O)n(-c2ccccc2)n1C	93	2	-26	-6	1.3	6	-5	1.1	-0.1	1
O=C(CNS(=O)(=O)c1ccc(Br)s1)N1CCC2(CC1)OCCO2	110	-11	1	4	2.4	-4	-5	1.1	0.0	1.1
Cc1cccc(-n2c(O)c(/C=N/N3CCOCC3)c(=O)[nH]c2=S)c1	94	-6	10	-7	0.3	7	-11	1.1	-0.5	1.1
CCOCCCn1c(N)c(C(=O)Nc2sc3c(c2C(=O)OC)CCCC3)c2nc3ccccc3nc21	98	-2	17	11	-0.5	-11	-3	1	-0.2	0.31
COc1cccc(CCNCc2cccc(C(F)(F)F)c2)c1	98	-4	2	14	-0.8	-14	-1	1	-0.2	1.2
Clc1cccc(N2CCNCC2)n1	103	-2	17	-14	-0.3	14	-8	1.1	0.0	1.1
CCC(=NCc1ccco1)c1c(O)n(-c2ccccc2)c(=O)[nH]c1=O	99	1	-2	4	1.3	-4	-7	1.1	0.0	0.9
O=c1cc(CN2CC=C(c3ccccc3)CC2)c2c(ccc3ccccc32)o1	113	0	-21	11	0.2	-11	-4	1	-0.4	1.2
O=c1[nH]c(=O)n(-c2ccccc2)c(O)c1N=Nc1ccc(Br)cc1	99	-3	6	-5	0.2	5	8	0.9	0.2	0.95
CC[N+](CC)(CC)CCCOC(=O)C(O)(c1ccccc1)C1CCCCC1 (stereo not drawn)	99	-7	0	-4	-1.3	4	-6	1.1	-0.3	1
Cc1ccc(NP(=O)(Oc2ccccc2F)Oc2ccccc2F)cc1	104	-9	2	0	-3.9	0	-9	1.1	-0.1	0.66
CC(=O)O[C@@H]1[C@H]2CC[C@@H]3[C@]1(C[C@@H](OC(C)=O)[C@@]1(O)C([C@@H]4O[C@@H]4C1(C)C)[C@]3(C)O)C[C@@]2(C)O (stereo partly drawn)	101	-5	11	12	0.4	-12	-8	1.1	-0.1	0.96
Cc1cc(Cl)ccc1C(=O)C1CCCN(Cc2ccon2)C1 (stereo not drawn)	91	-2	13	23	-1.2	-23	-4	1	0.1	1.1
COc1ccc(CCNCc2ccc(SC)cc2)cc1	97	-2	3	-15	-3.4	15	-8	1.1	0.1	1.1
Nc1nnc(CCN2CCCCC2)s1	103	-1	9	-1	0.5	1	1	1	-0.1	1.1
CCCCOc1ccc(CC2C(=O)N(C)C(=O)N(C)C2=O)cc1	86	2	18	-8	1.2	8	1	1	0.5	1.2
Cc1ccc(N2C(=O)/C(=C/c3ccc(CN(CCC#N)S(C)(=O)=O)o3)C(=O)NC2=S)cc1	96	-12	8	-12	15	12	-4	1	-0.3	1.1
(further entries)
SMILES	STAT1 activator	Efa HMGR inh	G6PDH CS	APP transl inh	Redox H2O2 prof	APP 5'UTR act	FLuc inhib CS	FLuc stim CS	Hsp70 act	NF-kB expr up
COc1ccc(CCn2c(O)c(C=NC3CC3)c(=O)[nH]c2=O)cc1OC	104	-3	3	14	1.6	-14	-5	1	0.2	1.5
CCN1CCC2(CCNC2)C1 (stereo not drawn)	95	0	0	4	1.5	-4	-2	1	0.0	1.3
O=c1[nH]c(=O)n(Cc2ccc(F)cc2)c(O)c1C=NCCCn1ccnc1	107	-1	4	-8	0.2	8	-9	1.1	0.2	1
CS(=O)(=O)Nc1ccc(Cc2noc(-c3ccc4[nH]cc(CCN)c4c3)n2)cc1	·	2	10	·	·	·	-2	1	0.4	·
CN1C(=O)C(Cc2c[nH]c3ccccc23)C(=O)N(C)C1=O	92	2	2	-10	2.2	10	-6	1.1	-0.2	1.2
CCCCN1CCC(O)(c2ccccc2)C(C(=O)c2ccccc2)C1 (stereo not drawn)	93	-8	-2	18	0.5	-18	-5	1	0.8	1
COc1cccc(-c2cc(C(F)(F)F)n3nc(C(=O)N4CCC5(CC4)OCCO5)cc3n2)c1	99	-2	-16	-6	1.8	6	-2	1	-0.2	0.8
O=C(N/N=C/c1c(O)n(Cc2ccccc2)c(=O)[nH]c1=O)c1ccccc1O	98	-6	2	-9	-0.5	9	3	1	-0.3	1.1
O=C1NC(=O)N(C2CCCCC2)C(=O)C1C1c2ccccc2C(=O)N1Cc1ccccc1 (stereo not drawn)	102	-4	6	-1	1.1	1	-4	1	0.0	0.99
CCCCS(=O)(=O)N1CCN(C(=N)N[N+](=O)[O-])CC1	100	-4	-6	10	-0.2	-10	-3	1	0.1	1.2
Cc1ccc(CN2CCN(Cc3ccccc3F)CC2)cc1	100	1	-1	-4	0.1	4	-1	1	-0.5	1.1
CC(=O)Nc1ccc(OC(=O)N(C)c2ccccc2)cc1	102	-3	-3	2	-1.0	-2	0	1	0.2	1.2
O=C(c1cccc(Cl)c1)C1CCCN(Cc2cccc3cnccc23)C1 (stereo not drawn)	85	-1	6	6	-1.1	-5	-2	1	-0.2	0.85
C=COCCn1c(C)c(C(C)=O)c2cc(O)ccc21	89	5	20	2	4.9	-2	3	1	-0.5	0.82
COc1ccc(C)cc1NC1=NC(C)(C)CS1	102	-2	1	0	0.0	0	-8	1.1	-0.2	1.1
CC(C)Oc1ccc(C2(C#N)CC[N+](C)(C)CC2)cc1	103	-2	-14	11	0.3	-11	-3	1	0.1	0.94
Cc1cc(C)nc(N2Cc3ccccc3C2=N)n1	114	-4	0	-6	-0.8	7	-3	1	0.1	1
NS(=O)(=O)c1ccc(N2CCNCC2)cc1	104	-8	13	5	-1.4	-5	-5	1	0.6	1.2
Cc1cccc(-n2c(C)nc3ccccc3c2=O)n1	101	-4	8	13	-0.1	-13	-3	1	-0.1	0.97
CC(=O)c1c(C)n(Cc2ccccc2Cl)c2ccc(O)cc12	101	0	16	-11	-0.4	11	2	1	-0.4	1.1
Cc1ccccc1CN1CCN(C(=O)Cc2ccccc2)CC1	98	-1	9	-19	-0.5	19	-7	1.1	-0.3	0.91
CC(C)NS(=O)(=O)c1ccc(OCC(=O)N2CCN(C)CC2)cc1	99	-2	7	4	-1.3	-4	4	1	0.1	1.2
CC(=O)N1CCCSC1=Nc1ccccc1	100	-3	4	17	-1.2	-17	-1	1	0.0	1.1
O=P(O)(O)COc1ccccc1O	102	-7	6	14	0.1	-14	-8	1.1	0.1	1
NS(=O)(=O)c1cccc(N2CCNCC2)c1	107	-1	6	3	-0.4	-3	-4	1	-0.5	1
(listing goes on)
SMILES	STAT1 activator	Efa HMGR inh	G6PDH CS	APP transl inh	Redox H2O2 prof	APP 5'UTR act	FLuc inhib CS	FLuc stim CS	Hsp70 act	NF-kB expr up
COc1ccc(/C=C2\C(=O)NC(=O)N(Cc3ccccc3)C2=O)c(OC)c1OC	98	-3	4	4	-0.6	-4	-1	1	-0.3	1.1
C#C[C@]1(O)CC[C@H]2[C@@H]3CCC4=CC(=O)CC[C@]4(C)[C@H]3CC[C@@]21C	92	-1	11	-9	0.2	9	-6	1.1	0.0	1.2
CCNC(=O)[C@H]1O[C@@H](n2cnc3c(N)ncnc32)[C@H](O)[C@@H]1O	·	5	0	-8	·	9	-2	1	-0.1	·
O=C(c1cc2c(s1)CCCC2)N1CCC2(CC1)OCCO2	111	-1	11	-27	2.2	27	3	1	-0.1	2
CCCCn1c(N)c(N(CCOC)C(=O)CN2CC=C(c3ccccc3)CC2)c(=O)[nH]c1=O	97	-2	5	7	-2.1	-7	-5	1.1	0.0	1.2
COC(=O)c1ccc(CN2CCN(Cc3ccccc3)CC2)cc1	105	-5	-3	-2	1.9	2	-4	1	0.0	0.87
O=C(COc1ccccc1)N1CCN(Cc2c[nH]c3ccccc23)CC1	96	-4	4	3	-0.4	-3	-6	1.1	-0.3	1.1
Cc1nc2cc(C(F)(F)F)ccc2n1C1CCN(Cc2nnnn2Cc2cccs2)CC1	95	-1	2	-20	-1.2	20	-4	1	-0.4	0.66
C[C@H]1CCCC(=O)CCC/C=C/c2cc(O)cc(O)c2C(=O)O1	101	-2	6	4	0.1	-4	-3	1	-0.5	0.89
Cc1cccn2c(=O)c3c(nc12)N1CCc2ccccc2C1C1(C3)C(=O)NC(=O)N(C)C1=O (stereo not drawn)	98	-5	2	0	0.2	0	0	1	-0.3	0.41
CCN1C(=O)C(=C/C=C/c2ccco2)C(=O)N(CC)C1=S	86	-3	1	-5	0.4	5	-2	1	-0.1	1.1
O=c1[nH]c(=O)n(CCC2=CCCCC2)c(O)c1C=Nc1cccc(F)c1	103	-2	10	-3	2.4	3	-2	1	-0.3	1
OCC#CC[N+]1(CC#Cc2ccccc2)CCOCC1	103	2	12	-24	-0.5	24	2	1	-0.1	1.2
Cn1c(C(=O)O)c(CC(=O)N2CCN(Cc3ccccc3)CC2)c2ccccc21	104	-5	6	0	1.8	0	-5	1	0.0	1.2
COc1cc(C2SCC(=O)Nc3c2c(C)nn3-c2ccccc2)cc(OC)c1OC (stereo not drawn)	99	1	3	·	0.0	·	-1	1	-0.1	1.6
COc1cc(/C=C2\C(=O)NC(=O)N(c3ccccc3)C2=O)cc(OC)c1O	106	-4	48	·	0.1	·	-12	1.1	-0.2	1.1
CC(Cc1ccccc1)NC(=O)NC(C)Cc1ccccc1 (stereo not drawn)	124	1	2	-61	0.1	61	10	0.9	0.2	2.8
O=c1c2ccccc2nc(-c2ccccc2)n1-c1cccc(O)c1	101	-3	8	-6	-0.3	6	-5	1.1	-0.1	0.95
COc1ccc(C)cc1NC1=NCCCS1	104	0	-2	5	-0.8	-5	-7	1.1	-0.1	1.1

An excerpt; rates above refer to the full screens.
